# Screens deposited in PubChem by several laboratories.
# Dynein cargo inh: inhibitors of GR-EGFP nuclear translocation, primary screen, dynein cargo transport inhibitor project, imaging, high-content, 3617.4 mouse cells; AID 1381, 2008; actives 0.47% (n = 220,000); test concentration mostly 20 µM; stimulated with dexamethasone, 1 µM; hits give low values; z-score, hits read low;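 active means plate z-score of nuclear minus cytoplasmic receptor signal below a set negative limit, without overly bright fluorescence or cell loss, cut at about -3.5 in these data, passing the limit was not always enough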;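 further: z-score of nuclear minus cytoplasmic ring GR-EGFP intensity difference per well; some compounds called inactive have numbers as strong as hits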
#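 Buffer or medium: Induction medium lacking tetracycline, stripped serum | Also added: Dexamethasone agonist, 1.0 µM final, for 30 min | Timing: 48 h induction, 1 h compound, 30 min dex at 37 °C | Detection: Formaldehyde fixation, Hoechst nuclear stain, 10x automated fluorescence imaging | Measure: Nuclear versus cytoplasmic GR-EGFP signal, averaged per well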
# T cell HTS: modulators of CD8 T cell-vesicle binding, primary screen, mouse 2C CD8+ T cells, flow cytometry; actives 0.068% (n = 330,000); calls only at 7 µM; 2C CD8+ T cell-vesicle binding; hits give low values;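 active means response, share of CD8 T cells binding vesicles, and their 90th percentile fluorescence all below set limits, cut at about 80% in these data, passing the limit was not always enough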
#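 Also added: QL9-peptide-loaded Drosophila micro-vesicles bearing Ld, ICAM-1 and B7-1; Test system: purified 2C TCR transgenic mouse naive CD8+ T cells; Measured by: cytometric PE anti-B7-1 and Alexa647 anti-CD8 signals after 1% paraformaldehyde fixation; Timing: binding step 1.5 h, 37 °C, antibody labelling 20 min, ice.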
# Lipid droplet: inhibitors of hepatocyte lipid droplet formation, primary screen, imaging, high-throughput imaging, BODIPY stain; AID 1656, 2009; AML12 mouse hepatocytes, oleate lipid droplets; inhibition, % at 6.5 µM; actives 0.4% (n = 240,000);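 active means lipid droplet intensity inhibited by at least 50%, with more than 500 cells counted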
#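 Assay system: AML12 hepatocytes (mouse); Probe or stimulus: oleic acid at 100 µM to induce lipid droplet formation; Dosing: compound at 6.5 µM only; Schedule: compound with oleate, overnight; Detection: fluorescence imaging, 20x objective, two fields per well; Measure: % inhibition of lipid droplet signal.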
# Insulin prom up: insulin promoter activators in MIN6 cells, imaging, high-content screening, mouse beta cells. MIN6 insulin promoter-GFP reporter; hits give high values. z-score at 5 µM. actives 0.3% (n = 190,000);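 active means z-score above 3 at 5 µM with at least 500 cells counted in the well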
# ER stress rescue: rescue of cells from ER stress-induced death, primary screen, 384-well, CSM14.1, thapsigargin, ATP luminescence (AID 1222); CSM14.1 thapsigargin-induced death rescue, ATP luminescence; higher % means a stronger effect; one-dose cellular ATP content (survival), % at 20 µM; EC50 in µM for titrated hits; 190,000 tested, under 10 active;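 active means EC50 below 50 µM in the dose-response confirmation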;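 further: death triggered by thapsigargin at about 15 µM added after 2 h compound pretreatment; cell ATP read after overnight thapsigargin exposure of roughly 18 to 22 hours; normalized against plate controls of thapsigargin alone and 5% DMSO vehicle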
# MT stabilize HCS: microtubule stabilizers in HeLa cells, primary screen, imaging, high-content imaging; actives 0.83% (n = 200,000); HeLa tubulin immunostaining HCS, 24 h; share of cells brighter than vehicle mean+2SD; % tubulin-high responders, % at 10 µM;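 active means plate Z-score above 3 for both tubulin-high and condensed-nucleus cell shares, with cell loss under 80%, at 10 µM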;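 further: anti alpha tubulin signal scored within the nucleus-defined area of each cell; some results filed as inactive read as strong as hits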
# bCat nuc transl: modulators of beta-catenin nuclear translocation, primary screen, imaging, HeLa cells, immunofluorescence, high-content | nuclear translocation activity, % at 5 µM | actives 0.3% (n = 190,000) | AID 1665, 2009;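 active means nuclear translocation activity above 50% at 5 µM, with a well cell count of 50 or more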;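 further: per-cell ratio of nuclear to cytoplasmic median beta-catenin stain intensity; plate controls were DMSO negative control for no effect and GSK-3 inhibitor IX positive control for full effect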
#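 assay system = human HeLa cells, endogenous beta-catenin | times = compound treatment 24 h, 37°C, 5% CO2 | detection = Anti-beta-catenin immunofluorescence on PFA-fixed, Triton-permeabilized cells, DAPI nuclei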
# Autophagy mod: autophagy modulators in MEF cells, primary screen, imaging, high-content, MEF GFP-LC3; MEF GFP-LC3 puncta imaging; test concentration mostly 10 µM; calls only at 10 µM (by protocol); actives 0.98% (n = 190,000); AID 463193, 2010;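 active means percentage of spot-positive cells more than 3 SD above its plate mean, without a fluorescence outlier flag or 80% toxicity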;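 further: spot-positive cell cutoff set from DMSO-treated cells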
# Salmonella PhoP GFP: inhibitors of PhoP regulon expression, primary screen, Salmonella Typhimurium, GFP reporter (AID 1863). S. Typhimurium PhoP-regulated promoter GFP reporter, 4 h; higher % means a stronger effect. inhibition, % at 50 µM; hits with a dose series show IC50 in µM. actives 0.16% (n = 300,000);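 active means inhibition over 29.93%, a cutoff 3 SD above the screen mean, later confirmed by dose response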;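 further: 0% = low Mg2+ inducing control and 100% = high Mg2+ repressing control; strong numbers were not always called active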
# Dynein cargo inh cytoplasmic EGFP: further read-out of Dynein cargo inh, marked with its call; z-score; measured here: cytoplasmic GR-EGFP intensity; hits give high values
# Dynein cargo inh nuclear GR-EGFP: also measured in Dynein cargo inh; calls as there; z-score; measured here: nuclear GR-EGFP intensity;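 lower value marks the stronger effect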
# Dynein cargo inh cell count: also measured in Dynein cargo inh; calls as there; z-score; measured here: cell count per field
# Insulin prom up cell count: further read-out of Insulin prom up, marked with its call; cell count; measured here: cytotoxicity, nuclei count;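 total cells summed across four imaged fields per well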
# Lipid droplet cells 6.5 µM: further read-out of Lipid droplet, marked with its call; cell count; measured here: cell count, cytotoxicity flag;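 cells counted across two imaged fields per well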
# bCat nuc transl cell count 5 µM: also measured in bCat nuc transl; calls as there; cell count; measured here: cell count, cytotoxicity flag
# T cell HTS vesicle-bound %: further read-out of T cell HTS, marked with its call; double positive events, %; measured here: CD8+ vesicle-bound cell fraction;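 binding gate set so that unloaded-vesicle control wells show 10% double positive cells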
# MT stabilize HCS Hoechst-high %: recorded beside MT stabilize HCS, whose call it bears; % Hoechst-high responders; measured here: nuclear condensation Hoechst responders;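 share of cells brighter than vehicle mean plus two SD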
# MT stabilize HCS cytotoxicity %: further read-out of MT stabilize HCS, marked with its call; toxicity, %; measured here: cytotoxicity by cell density;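 0% = mean cell density of plate MIN control wells and 100% = no cells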
# Autophagy mod cell loss 18 h: also measured in Autophagy mod; calls as there; toxicity, %; measured here: cell loss, nuclei count;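 cell loss after 18 h compound exposure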
# The depositor's hits bear a star; i = inactive; . = no result given; & = joins results of further samples.
SMILES,Dynein cargo inh,Dynein cargo inh cytoplasmic EGFP,Dynein cargo inh nuclear GR-EGFP,Dynein cargo inh cell count,T cell HTS,T cell HTS vesicle-bound %,Lipid droplet,Lipid droplet cells 6.5 µM,Insulin prom up,Insulin prom up cell count,ER stress rescue,MT stabilize HCS,MT stabilize HCS Hoechst-high %,MT stabilize HCS cytotoxicity %,bCat nuc transl,bCat nuc transl cell count 5 µM,Autophagy mod,Autophagy mod cell loss 18 h,Salmonella PhoP GFP
CCCCCOC(=O)CCN1C(=O)/C(=C2\SC(=S)N(CCC(=O)OCCCCC)C2=O)SC1=S,0.88,-0.13,0.32,-0.54,i,28,-7,641,.,.,.,.,.,.,0.3,1259,.,.,-7%
COC(=O)c1nc(NC(=O)c2ccccc2Br)n[nH]1,-0.69,0.58,0.2,-0.27,.,.,7,709,-0.35,1403,-0.3%,2.4,3.3,3.8,-3.3,1149,i,2,4%
CCNC(=O)NCCc1c[nH]c2ccc(Cl)cc12,-0.027,-0.24,0.26,0.36,i,42,.,.,.,.,0.2%,2.2,2.3,2.4,0.6,727,i,3,12%
O=C(Cn1nc(-c2ccccc2)c2ccccc2c1=O)NCCN1CCOCC1,-1.3,-0.18,-0.34,0.17,i,50,7,759,0.25,1320,-0.6%,2.2,3.9,12,.,.,i,-13,-6%
O=C(Cn1cnc2ccccc2c1=O)Nc1ccc2c(c1)OCCO2,0.44,-0.35,0.22,-0.34,i,35,.,.,-0.1,1259,.,3.6,2.4,6.5,-2.4,991,i,-4,5%
COc1ccc(CNCC(O)COc2cccc3c2OC(C)(C)C3)cc1 (stereo unspecified),-0.34,-0.28,0.065,-0.14,i,18,2,708,-1.8,776,-2.0%,1.6,2.1,6.7,0.1,1084,i,10,3%
COc1ccc(NC(=O)CSc2nnc(C3CC3)n2C)cc1,-0.15,-0.3,0.21,0.74,i,49,11,615,-0.91,1434,1.3%,2.0,1.7,4.6,-1.5,1097,i,11,0%
O=C(NCc1ccc(F)cc1)Nc1cccc(Cl)c1,-0.24,-0.17,-0.18,1.1,i,40,0,659,-0.44,1273,-1.1%,2.8,1.5,0.8,-1.3,1173,i,-1,2%
CC(=O)Nc1c(O)nc(SCC(=O)N2CCN(c3ccc(F)cc3)CC2)[nH]c1=O,-0.3,-0.22,-0.13,-0.3,i,62,-1,782,0.46,1071,6.4%,2.1,1.6,6.2,-1.7,1088,i,-3,15%
COC(=O)c1cccc(NC(=O)CN(c2ccc3c(c2)OCO3)S(C)(=O)=O)c1C,-0.54,-0.21,-0.4,0.064,i,49,9,708,.,.,-1.3%,2.8,1.6,6.8,-0.8,1039,i,2,-3%
CCS(=O)(=O)N1CCC(C(=O)c2ccc(Cl)cc2)CC1,-0.62,-0.28,-0.45,0.79,i,33,0,755,-0.12,1058,1.2%,2.2,1.5,4.5,-0.6,1091,i,8,4%
Cc1cccc(NC(=O)Cn2nnc3ccccc32)c1,1.4,-0.13,0.65,-0.48,i,28,0,741,.,.,-1.0%,2.1,1.8,14,2.5,476,i,10,5%

# Continued, overlapping the part above by 2 compounds.
SMILES,Dynein cargo inh,Dynein cargo inh cytoplasmic EGFP,Dynein cargo inh nuclear GR-EGFP,Dynein cargo inh cell count,T cell HTS,T cell HTS vesicle-bound %,Lipid droplet,Lipid droplet cells 6.5 µM,Insulin prom up,Insulin prom up cell count,ER stress rescue,MT stabilize HCS,MT stabilize HCS Hoechst-high %,MT stabilize HCS cytotoxicity %,bCat nuc transl,bCat nuc transl cell count 5 µM,Autophagy mod,Autophagy mod cell loss 18 h,Salmonella PhoP GFP
CCS(=O)(=O)N1CCC(C(=O)c2ccc(Cl)cc2)CC1,-0.62,-0.28,-0.45,0.79,i,33,0,755,-0.12,1058,1.2%,2.2,1.5,4.5,-0.6,1091,i,8,4%
Cc1cccc(NC(=O)Cn2nnc3ccccc32)c1,1.4,-0.13,0.65,-0.48,i,28,0,741,.,.,-1.0%,2.1,1.8,14,2.5,476,i,10,5%
Cc1ccc(S(=O)(=O)N(C)c2c(C)ccc(S(=O)(=O)N3CCN(C=O)CC3)c2C)cc1,-0.027,-0.33,-0.43,0.51,i,42,-1,490,.,.,-1.4%,1.8,4.1,12,1.5,926,i,0,1%
O=C(CSc1nnc(COc2cccc3ccccc23)o1)N1CCN(C(=O)c2ccco2)CC1,-0.14,-0.22,-0.13,0.14,i,6,-4,784,.,.,-0.2%,4.6,2.3,1.1,0.8,1185,i,-6,11%
COC(=O)Nc1ccc2c(c1)N(C(=O)CCN1CCN3CCCC3C1)c1ccccc1CC2 (stereo unspecified),-0.033&0.11,-0.2&-0.21,0.15&0.66,0.4&-0.9,i,36&46,6&19,728&711,0,1236,-3.2%,4.7&3.4,1.9&2.6,7.6&7.7,-1.5&-3.2,1081&1035,i,-5&-8,-1%
COc1ccc(-c2c(C#N)c(C)nc3c2C(=O)c2ccccc2-3)cc1,1.1,-0.2,0.56,-0.79,i,27,.,.,-0.45,1396,-0.2%,3.0,2.4,3.4,0.0,1347,i,-3,9%
COc1cccc(OC)c1C(=O)Nc1nc2cc3c(cc2s1)OCO3,1.7,0.025,1.5,-1.2,i,21,8,716,1.1,838,.,.,.,.,1.2,1311,.,.,0%
Cc1ccc(OCCN2C(=O)OC(C)(C)C2(C)O)cc1 (stereo unspecified),-0.34,-0.2,-0.057,0.24,i,60,.,.,0.96,1433,0.1%,4.9,2.4,9.3,2.2,1357,i,5,0%
O=C(O)Cc1ccc(C(=O)c2ccccc2F)s1,0.053,-0.17,-0.2,0.47,i,49,11,785,0.46,806,-0.3%,1.6,1.2,15,.,.,i,5,-9%
CCOc1cc(/C=N/NC(=O)C(=O)NC)cc(Br)c1O,0.18,-0.25,-0.011,-0.19,i,40,-4,683,0.82,1331,-4.8%,3.7,2.4,8.7,.,.,i,31,-4%
Cn1cccc1/C=C(\C#N)c1ccccc1,1.2,-0.2,0.61,-0.2,i,48,11,764,1.1,1344,1.4%,4.0,1.0,5.0,0.4,971,i,0,9%
COc1cc(OC)c(OC)cc1/C=C1\CCC(C2CCCC2)C1=O (stereo unspecified),-0.36,-0.3,0.15,0.92,i,40,1,661,0.37,1176,-0.5%,6.0,1.7,17,-1.4,1089,i,3,1%
CC1=NNC(=O)C1CC(=O)N/N=C(\C)c1ccco1 (stereo unspecified),0.57,-0.3,0.3,0.15,i,54,11,633,0.12,1227,-0.4%,2.2,3.8,8.5,-4.9,1154,i,4,3%
COc1ccc(CN2CC(C(=O)NCCCOC(C)C)CC2=O)cc1 (stereo unspecified),2.8,0.11,1.7,-2.1,i,20,-4,781,-0.02,1242,2.3%,2.5,2.0,1.6,-0.7,1173,i,-1,-6%
Nc1nnc(COc2ccccc2)s1,-1.4,-0.16,-0.71,0.73,i,55,8,747,.,.,-1.7%,3.6,2.1,4.0,2.4,1090,i,-2,9%
NC(=S)Nc1cccc2[nH]ncc12,-0.4,-0.28,-0.21,0.19,i,22,9,681,-0.01,1271,.,1.1,1.7,6.9,-2.3,1095,i,-2,-10%
CCOc1ccc(C(=O)N[C@H](C(=O)Nc2ccc(OC)c(S(=O)(=O)N3CCOCC3)c2)C(C)C)cc1,-0.26,-0.28,0.3,0.98,i,14,-2,698,1.1,1021,0.1%,3.4,3.0,6.4,0.1,1156,i,-7,-1%
COc1ccc(CCNC(=O)CNCC2CCCO2)cc1OC (stereo unspecified),-0.014,-0.18,0.1,-0.51,i,63,.,.,0.51,1192,1.5%,2.2,2.2,8.6,-4.1,856,i,34,-2%
Cc1ccc2nc(Cl)c(/C=N/NC(=O)[C@H]3C[C@@H]3c3ccccc3)cc2c1,-1.1,-0.21,-0.39,1.1,i,62,105*,685*,-0.62,1173,-0.1%,3.6,2.7,7.0,-1.9,1002,i,-7,3%
CC(C)C(=O)Nc1ccc(C(=O)NCc2cccnc2)cc1,0.8,-0.24,0.26,0.019,i,12,-7,752,.,.,-3.2%,3.8,2.4,4.5,1.3,534,i,-3,-2%
CCCn1nnc(NC(=S)NC(=O)C(C)(C)C)n1,-0.88,-0.31,-0.66,1.1,i,39,6,723,0.42,1388,0.0%,2.2,2.9,5.8,-0.4,927,i,-5,-17%
Cc1cc(=O)oc2cc(OC(=O)CCCCCN3C(=O)c4ccccc4C3=O)ccc12,1.8,0.12,1.5,-1.8,i,46,9,772,1.2,1238,-0.5%,7.4,1.3,6.2,4.1,516,i,9,15%
CCOC(=O)N1CCC(N2CCN(S(=O)(=O)c3ccc(Cl)cc3)CC2)CC1,0.87,-0.26,0.54,-1.1,i,16,3,742,0.24,801,3.4%,1.0,1.3,5.9,-4.8,1070,i,2,-3%
